Bioassay records from PubChem.
RAD54 branch: inhibitors of human RAD54 branch migration | inhibition, % at 10.4 µM | actives 0.14% (n = 360,000) | RAD54 Holliday junction branch migration, FAM/BHQ fluorescence | Q92698;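 active = mean normalized replicate activity at least 40 and at least half of replicates scoring 40 or more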;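 note: 0% = median of neutral control wells and 100% = median of positive control wells; inhibitors cause a drop in the FAM fluorescence signal; in these data hits start at about 50%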
Target sequence (Q92698 whole entry, looked up): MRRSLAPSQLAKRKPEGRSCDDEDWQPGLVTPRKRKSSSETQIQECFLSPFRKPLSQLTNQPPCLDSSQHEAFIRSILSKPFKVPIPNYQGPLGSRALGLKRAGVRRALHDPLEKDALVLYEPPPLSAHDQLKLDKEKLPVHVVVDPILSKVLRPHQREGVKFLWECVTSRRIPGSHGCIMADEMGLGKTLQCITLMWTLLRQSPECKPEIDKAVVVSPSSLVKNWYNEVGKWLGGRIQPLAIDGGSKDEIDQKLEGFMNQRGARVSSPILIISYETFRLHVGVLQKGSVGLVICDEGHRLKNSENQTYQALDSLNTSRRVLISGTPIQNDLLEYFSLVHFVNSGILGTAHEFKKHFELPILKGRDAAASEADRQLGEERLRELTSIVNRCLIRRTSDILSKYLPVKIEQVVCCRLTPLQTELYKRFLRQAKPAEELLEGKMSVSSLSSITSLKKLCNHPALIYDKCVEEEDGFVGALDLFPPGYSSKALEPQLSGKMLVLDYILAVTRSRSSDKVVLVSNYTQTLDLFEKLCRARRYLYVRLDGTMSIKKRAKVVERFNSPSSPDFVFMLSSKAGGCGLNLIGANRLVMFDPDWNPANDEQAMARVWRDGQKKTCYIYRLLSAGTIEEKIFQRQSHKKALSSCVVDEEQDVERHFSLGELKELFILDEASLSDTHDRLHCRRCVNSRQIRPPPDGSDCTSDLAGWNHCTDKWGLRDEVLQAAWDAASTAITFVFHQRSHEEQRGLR
Starred values were filed as active, the others as inactive; & = joins results of further samples.

SMILES	RAD54 branch
O=C1CSC(c2ccccn2)N1Cc1cn2ccccc2n1 (configuration not stated)	0
Cc1ccc(SC(C)c2nc(-c3ccncc3)no2)cc1 (configuration not stated)	-2
COCCNc1nc(SCc2ccccc2)nc2sc3c(c12)CCC3	-13
COc1ccc(CCNC(=O)CCC2COc3ccccc3O2)cc1OC (configuration not stated)	-5
CC(C)(C)C(=O)CSc1nnc(-c2cccs2)n1CC1CCCO1 (configuration not stated)	-11
CCCc1nc(-c2cc3ccc(C)cc3[nH]c2=O)no1	-9
CCOc1ccc(C2NC(=O)NC(C)=C2C(=O)OC)cc1C (configuration not stated)	-1
CC1(C)CC(=O)C2=C(C1)N=C1SCCC(=O)N1C2c1ccc(C(F)(F)F)cc1 (configuration not stated)	-15
CCn1cc(/C=N/NS(=O)(=O)c2ccc(C)cc2)c(C)n1	-2
Cc1ccc(NC(=O)c2c(C(F)(F)F)nn(C)c2Cl)cc1C	1
O=C(CN(C1CCCCC1)S(=O)(=O)c1ccc(F)cc1)NCCCO	-6
Cc1cc(C)nc(SCc2nnc(SCC(=O)N3CCCc4ccccc43)o2)n1	-6
Cc1ccccc1-c1nc(CN2CCC(C(=O)NCC3CCCO3)CC2)c(C)o1 (configuration not stated)	2
CCOc1ccc(CCNC(=O)C2CCCN(c3nnc(-n4cccc4)s3)C2)cc1OCC (configuration not stated)	-4
COC(=O)c1oc2ccc(Br)cc2c1NC(=O)CCN1CCOCC1	6
CC(=O)Nc1sc(C)c(C)c1CN1CCN(S(=O)(=O)c2ccccc2)CC1	-2
Cc1ccc(OCC(=O)Nc2ccc(Cl)cc2)c(-n2nc3ccccc3n2)c1	11
OCCNc1ccc(Cl)cc1	9
CCN1CCN(c2nc(-c3cccnc3)nc3ccccc23)CC1	30
Cn1c(SCC(=O)NC(C)(C)C)nnc1-c1ccc(C(C)(C)C)cc1	-10
O=S1(=O)N=C(SCCO)c2ccccc21	-2
CCC(C)(C)NC(=O)C(c1cccn1C)N(Cc1ccccc1)C(=O)Cn1nnc2ccccc21 (configuration not stated)	-14
CCC(=O)N1CCCc2cc(S(=O)(=O)N3CCC(N4CCCCC4)CC3)ccc21	-3
O=c1[nH]c2cc(Cl)ccc2n1-c1ccccc1	-12
O=C1CN(C(=O)C2CC2)c2ccccc2N1	2
C/C(=N\O)C(C)/[N+]([O-])=C/c1nc(C)c(C)n1O (configuration not stated)	6
CCC(=O)N(Cc1cc2c(C)ccc(C)c2[nH]c1=O)C1CCCCC1	-4
CCC(=O)Nc1ccccc1C(=O)OCC(=O)c1ccccc1	-10
Cn1c(=O)c2c(nc(CN3CCC(C(N)=O)CC3)n2Cc2c(F)cccc2Cl)n(C)c1=O	3
O=C(CSC1=NCCS1)N1CCN(c2ccc(Cl)cc2)CC1	1

The list continues:
SMILES	RAD54 branch
CCOC(=O)c1ccc(NC(=O)C2CCCO2)cc1 (configuration not stated)	3
O=C(Cn1cnc([N+](=O)[O-])c1)Nc1cc(Oc2ccc(Cl)cc2Cl)cc([N+](=O)[O-])c1	0
CC(=O)Nc1ccc(S(=O)(=O)NC(CC(=O)NCCC2=CCCCC2)C(C)C)cc1 (configuration not stated)	-5
Nc1cc(-c2ccco2)no1	0
Cc1cc(Br)cc(C)c1OCCCCN(C)C	-1
O=C(N/N=C/c1ccccc1Br)c1ccc(CSc2cccc3cccnc23)cc1	3
C[C@H](NC(=O)NCCc1ccccc1)C(=O)O	2
CC1CCCN(S(=O)(=O)c2ccc(NC(=O)CN3CCN(C)CC3)cc2)C1 (configuration not stated)	-1
O=C(CCN1C(=O)c2ccccc2C1=O)Nc1ccc(F)cc1F	-9
Cc1cccc(OCCSc2cc(C)nc(N)n2)c1	-10
CCCC(c1nnnn1Cc1ccc(F)cc1)N1CCN(C2CCCCC2)CC1 (configuration not stated)	12
COc1cc2cc(C#N)c(SCC(=O)N3CCOCC3)nc2cc1OC	-7
Cc1noc(C)c1COC(=O)c1ccc2c(c1)OCO2	4
CCCCN1C2=NCCCN2c2cc(C)c(C)cc21	8
O=C(CS(=O)(=O)c1cccc(Cl)c1)Nc1ccccc1Cl	3
CCOCCn1c(CN2CCN(c3ccc(OC)cc3)CC2)nc2c1c(=O)n(C)c(=O)n2C	7
COc1ccccc1Cc1c(-c2ccco2)nc2c(C)cc(Br)cn12	1
CC(=O)Nc1ccc(S(=O)(=O)N2CCNC(=O)CC2)cc1	-7
CCCc1cc(=O)[nH]c(SCC(=O)c2cc(C)n(C)c2C)n1	-5
CCCCCCn1c(CN2CCCC(C)C2)nc2c1c(=O)n(C)c(=O)n2C (configuration not stated)	1
O=C1c2cnc3nc(SCc4ccc(Cl)cc4)nn3c2CC2c3ccccc3CCN12 (configuration not stated)	-6
COc1ccccc1CNC(=O)CCNC(=O)Cn1cnc2ccccc2c1=O	5
C=CCn1c(SCC(=O)NC2CCS(=O)(=O)C2)nc2sc(CC)cc2c1=O (configuration not stated)	-2
COc1cc(/C=N/n2c(C)nnc2C)cc(OC)c1OC	-7
Cc1ccccc1N=C1NC(=O)CS1	3
Cc1c(Cl)cnc(NC(=O)CSc2nnc(C)n2Cc2ccccc2)c1Cl	15
CCN(CC)c1ccc(-c2nn3c(-c4n[nH]c5c4CCC5)nnc3s2)cc1	-5
c1ccc(-n2nnnc2N2CCOCC2)cc1	-23
CC(C)CNC(=O)c1c(N)n(/N=C/c2ccccn2)c2nc3ccccc3nc12	2
COc1cccc(NC(=O)N(Cc2cc3cc(C)cc(C)c3[nH]c2=O)CC2COCCO2)c1 (configuration not stated)	-5

(more compounds)
SMILES	RAD54 branch
CCC(=O)Nc1c(C)cc(C)cc1Cl	-10
COCCNC(=O)C(c1ccccc1C)N(C(=O)Cn1nnc2ccccc21)c1cccnc1 (configuration not stated)	-3
COc1cc(OC)c(C2C(C#N)=C(N)OC3=C2C(=O)CC(C)(C)C3)cc1OC (configuration not stated)	-1&-12
Cc1ccc(-c2nn(-c3ccccc3)cc2CO)o1	-1
CCC(C)NC(=O)CSc1ccc(NC(C)=O)cc1 (configuration not stated)	1
Cc1ccc(C(=O)c2c(NC(=O)c3ccccc3)sc(C)c2C)cc1	1
Cc1ccc(NC(=O)NNC(=O)C2CC(c3cccnc3)=NO2)cc1 (configuration not stated)	-2
O=c1c2c([nH]c3ccccc13)CCCCCC2	-15
Cc1cc(CN2CCOCC2)c(O)c(C2(C)CCCCC2)c1	-9
C/C(=N/NC(=O)c1ccc(Cl)s1)c1ccc(NC(=O)COc2ccc(Cl)cc2)cc1	-13
CNc1ncc(C(=O)c2ccc(Cl)c(Cl)c2)s1	2
CCN(CC)C(=O)C1CCC(C)(C(=O)O)C1(C)C (configuration not stated)	-9
Cc1nc(NCCN2CCOCC2)c2nnn(Cc3ccccc3Cl)c2n1	6
O=C(c1cccc(Br)c1)N1CCN(C(=O)N2CCOCC2)CC1	4
COc1ccc(Nc2nc3ccccc3nc2C)cc1	7
O=C(N1CCN(c2ccc(F)cc2)CC1)C12CC3CC(CC(C3)C1)C2	-1
O=C1CCCC2=C1C(c1cccs1)n1nc(SCc3ccccc3)nc1N2 (configuration not stated)	4
O=C(CC(c1ccccc1)c1ccccc1)NCCO	2
O=C(Nc1ccc(-c2noc(COc3ccccc3Cl)n2)cc1)c1ccco1	7
CC(C)c1ccccc1N=C1SCCN1C1CCS(=O)(=O)C1 (configuration not stated)	0
CC[n+]1c(/C=C/N(C)c2ccccc2)n(-c2ccccc2)c2ccc(-c3nc4ccccc4s3)cc21	36
COc1ccc(C2C(C(=O)c3cccs3)=C(O)C(=O)N2c2nnc(C)s2)cc1OC (configuration not stated)	-80
CCOc1ccc(S(=O)(=O)N2CCN(c3ccc(OC)cc3)CC2)c2cccnc12	-8
COC(=O)C(NC(C)=O)(Nc1nc2ccc(C)cc2s1)C(F)(F)F (configuration not stated)	3
CC(=O)N1CCc2cc(S(=O)(=O)NCCC(=O)N3CCN(Cc4ccccc4)CC3)ccc21	2
CC1Cc2cc(/C(O)=C3/C(=O)C(=O)N(CC4CCCO4)C3c3ccco3)ccc2O1 (configuration not stated)	-2
COc1cccc(C(=O)/C=C/Nc2cc(C)ccc2O)c1	4
COc1cccc(C(C#N)N2CCCCC2)c1O (configuration not stated)	7
COc1cc(NS(=O)(=O)c2ccc(NC(=O)C3CCCO3)cc2)nc(OC)n1 (configuration not stated)	-12
O=C(N1CCOCC1)C12CCC3CC(CC(C3)C1)C2	-6

> O=C(NCCN1CCCCC1)c1ccc(=O)oc1
  RAD54 branch = -7

> CCOCC(=O)Nc1ccc2c(c1)OCCO2
  RAD54 branch = -2

> O=c1c2cc(Br)ccc2nc2n1CCCCC2
  RAD54 branch = -5

> CCNC(=O)NC(=O)C(C)SCc1ccccc1C (configuration not stated)
  RAD54 branch = 6

> Cn1nnnc1SCCOc1ccc(C#N)cc1
  RAD54 branch = -2

> C/C(=N\NC(=O)c1ccccc1)c1ccc2c(c1)OCO2
  RAD54 branch = -6

> O=C(Nc1cccnc1)c1cnc2ccccc2n1
  RAD54 branch = 9

> N#CCc1c(C#N)c(N)nc(N2CCN(c3ccc(F)cc3)CC2)c1C#N
  RAD54 branch = 2

> S=C(NCCN1CCOCC1)N/N=C/c1c2ccccc2cc2ccccc12
  RAD54 branch = 19

> Cc1csc(SCC(=O)NC2CCCCC2)n1
  RAD54 branch = 7

> Cc1cccc2cc(=O)[nH]c(C)c12
  RAD54 branch = 2

> CCCCn1c(SCC(=O)NC(=O)NCc2ccco2)nc2cc(S(N)(=O)=O)ccc21
  RAD54 branch = -10

> CC1(C)Cc2cccc(OCC(=O)Nc3cccnc3Cl)c2O1
  RAD54 branch = -2

> Cn1c(=O)n(-c2cccc(Cl)c2)c(=O)c2c3c(sc21)COC(C)(C)C3
  RAD54 branch = 1

> O=C(CNS(=O)(=O)c1ccccc1)Nc1ccc(C(F)(F)F)cc1
  RAD54 branch = -9

> CCN(CC)S(=O)(=O)c1ccc(C(=O)OCCNC(=O)c2cccnc2)cc1
  RAD54 branch = -15

> Cc1ccc(C(=O)CC(=O)c2cccc(F)c2)c(O)c1
  RAD54 branch = 5

> O=C(NC1CCCCC1)N1CCCC(c2nc3ccccc3[nH]2)C1 (configuration not stated)
  RAD54 branch = -3

> O=C1c2cccnc2C(=O)N1Cc1ccc(Cl)cc1
  RAD54 branch = 7

> Cc1ccc(Cn2ncc3c(N4CCCC4)ncnc32)cc1
  RAD54 branch = 2

An excerpt from above in order of heavy-atom count, smallest number first.
> OCCNc1ccc(Cl)cc1
  RAD54 branch = 9

> CNc1ncc(C(=O)c2ccc(Cl)c(Cl)c2)s1
  RAD54 branch = 2

> CCN(CC)C(=O)C1CCC(C)(C(=O)O)C1(C)C (configuration not stated)
  RAD54 branch = -9

> O=C1c2cccnc2C(=O)N1Cc1ccc(Cl)cc1
  RAD54 branch = 7

> COc1ccc(Nc2nc3ccccc3nc2C)cc1
  RAD54 branch = 7

> Cc1ccc(SC(C)c2nc(-c3ccncc3)no2)cc1 (configuration not stated)
  RAD54 branch = -2

> O=C(CSC1=NCCS1)N1CCN(c2ccc(Cl)cc2)CC1
  RAD54 branch = 1

> CC1(C)Cc2cccc(OCC(=O)Nc3cccnc3Cl)c2O1
  RAD54 branch = -2

> COC(=O)C(NC(C)=O)(Nc1nc2ccc(C)cc2s1)C(F)(F)F (configuration not stated)
  RAD54 branch = 3

> Cn1c(=O)n(-c2cccc(Cl)c2)c(=O)c2c3c(sc21)COC(C)(C)C3
  RAD54 branch = 1

> COc1cc2cc(C#N)c(SCC(=O)N3CCOCC3)nc2cc1OC
  RAD54 branch = -7

> CCN(CC)c1ccc(-c2nn3c(-c4n[nH]c5c4CCC5)nnc3s2)cc1
  RAD54 branch = -5

> O=C(Nc1ccc(-c2noc(COc3ccccc3Cl)n2)cc1)c1ccco1
  RAD54 branch = 7

> Cc1cc(C)nc(SCc2nnc(SCC(=O)N3CCCc4ccccc43)o2)n1
  RAD54 branch = -6

> COc1ccc(C2C(C(=O)c3cccs3)=C(O)C(=O)N2c2nnc(C)s2)cc1OC (configuration not stated)
  RAD54 branch = -80

> CC(=O)N1CCc2cc(S(=O)(=O)NCCC(=O)N3CCN(Cc4ccccc4)CC3)ccc21
  RAD54 branch = 2

Later entries.
> COc1ccccc1C(=O)n1nc(-c2ccco2)nc1N
  RAD54 branch = -2

> CC(C)CC(NC(=O)C1CCC(C)CC1)C(=O)Nc1cccnc1 (configuration not stated)
  RAD54 branch = -7

> COc1ccc(/C=N/NC(=O)CCc2c(C)n[nH]c2C)cc1O
  RAD54 branch = 4

> CCOC(=O)c1c(C)[nH]c(C)c1-c1ccccc1OC
  RAD54 branch = 2

> COc1ccccc1C(CC(=O)Nc1nccs1)c1ccco1 (configuration not stated)
  RAD54 branch = -3

> COc1ccc(CNC(=O)C2CCNCC2)cc1
  RAD54 branch = 4

> Cc1nnc(SCC(=O)NCCN2C(=O)CSC2=O)s1
  RAD54 branch = 0

> CC(=O)NC1=NC(=O)/C(=C/N2CCOCC2)S1
  RAD54 branch = -7

> CC(=O)c1cccc(NC(=O)N2CCCC2C(=O)NCc2ccc(C)cc2)c1 (configuration not stated)
  RAD54 branch = 1

> Cc1occc1C(=O)NCc1ccccc1
  RAD54 branch = -8

> Cc1cc2oc(=O)cc(Cn3ncc(Cl)c(Cl)c3=O)c2cc1Cl
  RAD54 branch = 5

> CC(C)NC(=O)c1cc(-c2ccc(Br)cc2)on1
  RAD54 branch = -7

> Cc1ccc(Nc2cc(-n3nc(C)cc3C)ncn2)c(C)c1
  RAD54 branch = -22

> COc1ccc(NC(=O)CCn2cc(C)c3ccccc32)cc1
  RAD54 branch = -11

> O=C(c1ccco1)N1CCN(C(=O)C2CCCN(S(=O)(=O)c3cccc4nsnc34)C2)CC1 (configuration not stated)
  RAD54 branch = -11

> CCOC(=O)N1CCN(S(=O)(=O)c2ccc3c(c2)oc(=O)n3C)CC1
  RAD54 branch = 2

> CCc1ccccc1NC(=O)C(C#N)Cc1cccnc1 (configuration not stated)
  RAD54 branch = -5

> CC1(C)CCCC2=C1CC1C(=O)N(O)C(=O)C1C2 (configuration not stated)
  RAD54 branch = -12

> COC(=O)c1c(C(=O)OC)c2cc(C(=O)c3ccccc3)ccn2c1Cl
  RAD54 branch = -3

> COc1ccc2c(=O)c3c(=O)n(Cc4ccco4)c(-c4ccccc4)nc3oc2c1
  RAD54 branch = 3

These rows are one share of the data. The share of hits here may be higher or lower than overall.
